# FBA Mtb inh: inhibits M. tuberculosis FBA enzyme. purified M. tuberculosis FBA, fluorescence read-out. inhibition, % at 1 µM. hit rate 2.3% among 360,000. AID 588726; in the data active = inhibition above about 27%;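 note: 0% = vehicle and 100% = reference inhibitor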
# Target sequence (P9WQA3 whole entry, looked up): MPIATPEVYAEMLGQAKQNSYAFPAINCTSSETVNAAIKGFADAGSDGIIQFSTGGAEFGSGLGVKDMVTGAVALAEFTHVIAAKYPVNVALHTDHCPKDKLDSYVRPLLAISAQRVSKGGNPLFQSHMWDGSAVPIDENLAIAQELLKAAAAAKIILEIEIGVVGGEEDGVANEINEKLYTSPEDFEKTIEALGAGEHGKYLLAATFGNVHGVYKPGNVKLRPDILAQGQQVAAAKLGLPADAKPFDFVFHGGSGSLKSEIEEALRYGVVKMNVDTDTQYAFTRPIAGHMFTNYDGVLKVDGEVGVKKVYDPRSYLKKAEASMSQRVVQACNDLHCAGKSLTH
# BoNT A protease: inhibitors of Botulinum neurotoxin A light chain protease; inhibition, % at 10 µM; AID 588499; hit rate 0.17% among 360,000; multiplex microsphere protease substrate cleavage, flow cytometry; note: plate controls were buffer without enzyme for full effect and enzyme alone for no effect
# Anthrax LF prot: anthrax lethal factor protease inhibition | P15917 | multiplex microsphere protease cleavage assay, LF | inhibition, % at 10 µM | hit rate 0.12% among 360,000 | AID 588501; note: plate controls were buffer without enzyme for full effect and enzyme alone for no effect
# Target sequence (P15917 whole entry, looked up): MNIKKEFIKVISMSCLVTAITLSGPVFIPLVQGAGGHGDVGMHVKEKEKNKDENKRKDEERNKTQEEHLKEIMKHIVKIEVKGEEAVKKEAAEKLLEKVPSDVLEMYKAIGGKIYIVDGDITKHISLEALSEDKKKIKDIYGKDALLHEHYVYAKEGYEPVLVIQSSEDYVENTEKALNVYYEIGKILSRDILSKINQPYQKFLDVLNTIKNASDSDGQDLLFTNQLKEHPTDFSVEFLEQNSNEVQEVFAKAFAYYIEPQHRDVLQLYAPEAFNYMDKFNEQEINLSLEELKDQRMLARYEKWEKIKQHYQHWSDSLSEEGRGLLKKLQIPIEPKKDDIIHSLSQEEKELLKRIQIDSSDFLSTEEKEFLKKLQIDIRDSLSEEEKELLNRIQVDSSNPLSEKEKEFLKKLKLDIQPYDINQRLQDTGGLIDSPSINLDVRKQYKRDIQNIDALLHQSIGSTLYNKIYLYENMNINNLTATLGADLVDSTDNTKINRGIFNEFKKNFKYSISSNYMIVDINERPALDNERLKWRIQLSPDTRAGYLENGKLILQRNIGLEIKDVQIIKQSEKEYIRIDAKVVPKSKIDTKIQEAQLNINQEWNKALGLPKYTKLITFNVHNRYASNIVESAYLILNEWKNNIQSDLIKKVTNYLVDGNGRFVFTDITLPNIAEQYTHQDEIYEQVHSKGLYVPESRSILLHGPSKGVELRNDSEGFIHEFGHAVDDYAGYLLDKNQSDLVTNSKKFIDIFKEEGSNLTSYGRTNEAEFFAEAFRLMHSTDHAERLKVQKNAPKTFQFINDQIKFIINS
# BoNT-F LC inh: BoNT F light chain protease inhibition; Multiplex microsphere protease cleavage assay, flow cytometry; inhibition, % at 10 µM; hit rate 0.22% among 360,000; AID 588497; in the data active = inhibition above about 35%, passing the limit was not always enough; inconclusive = no clear call, values can overlap the other calls; note: plate controls were buffer without enzyme for full effect and enzyme alone for no effect
# BioA inh: inhibitors of Mycobacterium tuberculosis BioA enzyme; hit rate 0.096% among 360,000; inhibition, % at 9.99 µM; purified M. tuberculosis BioA enzyme, plate reader; AID 602481; in the data active = inhibition above about 40%; inconclusive = no clear call, values can overlap the other calls
# FadD28 binding: inhibitors of Mycobacterium tuberculosis FadD28 bisubstrate binding; FadD28 bisubstrate probe binding, fluorescence polarization; inhibition, % at 12.5 µM; hit rate 0.22% among 360,000; in the data active = inhibition above about 8.5%, passing the limit was not always enough; inconclusive = no clear call, values can overlap the other calls
# UGM FP inh: inhibitors of M. tuberculosis UDP-galactopyranose mutase. AID 504406. hit rate 0.06% among 320,000. purified UGM, fluorescence polarization probe displacement. inhibition, % at 10 µM; in the data active = inhibition above about 10%, passing the limit was not always enough; inconclusive = no clear call, values can overlap the other calls
# GDH-TPI counter: counter-screen for M. tuberculosis FBA inhibitors: GDH-TPI coupled enzymes | GDH-TPI coupled enzyme counterscreen, NADH absorbance | inhibition, % at 4.8 µM | hit rate 1.2% among 360,000 | AID 588335; in the data active = inhibition above about 30%;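 note: 0% = DMSO wells and 100% = wells lacking the enzyme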
# PfHsp40 rescue: restores yeast growth despite PfHsp40 toxicity; S. cerevisiae expressing PfHsp40, growth rescue, ATP luminescence; growth rescue, % at 12.5 µM; hit rate 0.68% among 340,000; AID 504582; in the data active = growth rescue above about 28%, passing the limit was not always enough; inconclusive = no clear call, values can overlap the other calls;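 note: yeast W303a lacking pdr1 and pdr3 grown in galactose medium; growth measured after three days at 30 °C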
# Starred values were filed as active, the others as inactive; ? = inconclusive; . = no result given; + = active, no number; & = joins results of further samples. Cut-off read from the data, not from the text of the source, unless noted: active = inhibition above about 30%; inconclusive = no clear call, values can overlap the other calls; inactive = below that.
SMILES,FBA Mtb inh,BoNT A protease,Anthrax LF prot,BoNT-F LC inh,BioA inh,FadD28 binding,UGM FP inh,GDH-TPI counter,PfHsp40 rescue
Cc1cc(NC(=O)CCC(=O)N(Cc2ccco2)C(C(=O)NC2CCCC2)c2ccc(F)cc2)no1 (stereo unspecified),-5,1.1,5,-8,-0.6,-1.9,3.3,-10,-0.8
CC(C)(O[C@@H]1O[C@H](CO)[C@@H](O)[C@H](O)[C@H]1O)[C@H]1Cc2cc3ccc(=O)oc3cc2O1,+,-0.1,-1,-1,-1.0,-3.7,-0.3,33*,-2.2
Cc1nn(C)c(C(=O)Nc2c(C)nn(Cc3c(F)c(F)c(F)c(F)c3F)c2C)c1Br,1,0.3,-1,4,-2.4,0.5,1.5,5,-0.8
N=C1C(=O)OCC1c1ccccc1NC(=O)CN1CCOCC1 (stereo unspecified),2,-0.1,-6,0,.,0.2,-1.7,-1,-0.8
CC(C(=O)NCCSCc1cccc(Cl)c1)N(c1ccccc1)S(C)(=O)=O (stereo unspecified),2,0.9,-12,6,0.5,.,3.1,2,0.4
COc1ccc(OC)c(/C=N/NC(=O)CNC(=O)c2ccc(S(=O)(=O)N3CCCC3)cc2)c1,36*,-0.7,0,-6,.,-1.7,1.8,3,-0.5
CCCCCCC1CC(CC(=O)Nc2ccc([N+](=O)[O-])cc2)C(=O)O1 (stereo unspecified),1,0.4,0,-2,0.0,-1.7,-3.5,10,7.8
CC1CNCCN1c1ccc(Cl)cc1 (stereo unspecified),5,-0.3,2,-3,-0.2,1.1,.,-1,-2.0
Cc1cccc(C)c1NC(=O)C(c1cccc([N+](=O)[O-])c1)N(C)C(=O)c1ccccn1 (stereo unspecified),0,-2.5,-6,-12,.,-1.5,0.7,12,-0.7
Cc1ccc(C)c(S(=O)(=O)N(C(=O)c2ccncc2)c2ccc(OC(=O)c3ccncc3)cc2)c1,2,-0.5,-6,10,.,-1.8,-2.3,-2,?
CCSC1=C(C#N)C(c2cccc(Br)c2)CC(=O)N1 (stereo unspecified),-1,-0.5,-6,-11,1.3,-2.0,-0.2,4,0.5
CCCn1c2ccccc2c2nnc(SC(CC)C(=O)Nc3cc(C)on3)nc21 (stereo unspecified),-4,0.0,-4,-2,-0.2,-5.3,-2.6,4,0.6
COc1ccccc1NC(=S)N(Cc1ccco1)Cc1cc2cccc(C)c2[nH]c1=O,2,0.0,-8,-3,-1.6,-6.2,0.1,16,2.3
COCCNC(=O)CCCCCn1c(=S)[nH]c2ccccc2c1=O,1,?,2,1,3.9,1.5,-0.7,3,-0.4
CC(C(=O)NCCN1C(=O)S/C(=C\c2cccnc2)C1=O)N1C(=O)c2ccccc2C1=O (stereo unspecified),5,-0.7,0,-9,.,-1.7,1.2,21,-0.8
Cc1cccn2c(=O)c3c(nc12)N1CCCCCC1C1(C3)C(=O)N(C)C(=O)N(C)C1=O (stereo unspecified),-1,0.7,2,3,-0.4,-3.0,-0.6,11,.
Cc1ccc(NC(=O)N2CCC(C(=O)NCc3ccccc3)CC2)cc1,-1,-0.4,-4,-10,-0.6,-0.4,-1.2,2,-0.4
CC(Oc1ccc(Cl)cc1Cl)C(=O)Nc1ccc(N2CCN(C)CC2)cc1 (stereo unspecified),0,0.2,-10,-8,2.2,-3.6,-4.0,4,0.8
O=C(C(=O)N1CCN(Cc2ccc3c(c2)OCO3)CC1)c1c[nH]c2ccccc12,1,-0.1,-1,0,2.3,-0.1,1.6,12,-0.5
O=C(NC1CCCCC1)C1CCCN(c2nnnn2-c2ccccc2)C1 (stereo unspecified),5,?,-3,-6,.,-1.9,-0.8,6,-1.2

# Of the compounds above, these contain a nitro group on carbon.
SMILES,FBA Mtb inh,BoNT A protease,Anthrax LF prot,BoNT-F LC inh,BioA inh,FadD28 binding,UGM FP inh,GDH-TPI counter,PfHsp40 rescue
CCCCCCC1CC(CC(=O)Nc2ccc([N+](=O)[O-])cc2)C(=O)O1 (stereo unspecified),1,0.4,0,-2,0.0,-1.7,-3.5,10,7.8
Cc1cccc(C)c1NC(=O)C(c1cccc([N+](=O)[O-])c1)N(C)C(=O)c1ccccn1 (stereo unspecified),0,-2.5,-6,-12,.,-1.5,0.7,12,-0.7

# Following part.
SMILES,FBA Mtb inh,BoNT A protease,Anthrax LF prot,BoNT-F LC inh,BioA inh,FadD28 binding,UGM FP inh,GDH-TPI counter,PfHsp40 rescue
CCn1c(Cc2c(C)[nH]c3ccccc23)nnc1SCC(N)=O,4,-3.0,-2,-17,.,-0.1,3.0,2,0.7
Cc1noc(C)c1S(=O)(=O)N1CCC(C(=O)NC2CCCc3ccccc32)CC1 (stereo unspecified),1,0.7,-1,-4,-4.2,1.0,2.5,3,0.1
COc1ccc(S(=O)(=O)Nc2ccccc2OC)cc1NC(=O)CC1CC2CCC1C2 (stereo unspecified),-1,-0.6,-2,-7,-0.3,1.8,1.9,-3,-0.5
COc1ccccc1N1CCN(C(=O)COc2ccc(S(=O)(=O)NC(C)C)cc2)CC1,8,-0.3,1,3,-5.9,0.1,1.6,1,0.6
CN(C(=O)c1ccccc1NC(=O)C(F)(F)F)c1ccccc1,-2,9.9,-6,10,-3.4,-0.3,0.9,2,1.5
CCN1c2ccccc2S(=O)(=O)c2ccccc21,0,1.3,6,-8,-0.8,-5.3,2.2,1,-0.4
O=C(C[n+]1ccccc1)c1ccc(NC(=O)c2ccccc2)cc1,-1,2.1,-1,-8,0.2,-1.0,5.8,-2,-0.2
Cc1ccc(CC(CC(=O)Nc2cccc(C(F)(F)F)c2)C(=O)O)cc1 (stereo unspecified),0,0.8,-2,0,.,1.4,-1.9,0,1.1
CC(=O)Oc1ccc2ccc(=O)oc2c1,+,0.1,-6,5,-3.8,0.7,-1.5,9,-0.8
O=C(O)COc1ccc2c3c(c(=O)oc2c1)CCCC3,0,-0.1,0,5,.,0.0,2.0,6,0.1

# Random excerpt: 6 entries already listed
SMILES,FBA Mtb inh,BoNT A protease,Anthrax LF prot,BoNT-F LC inh,BioA inh,FadD28 binding,UGM FP inh,GDH-TPI counter,PfHsp40 rescue
CN(C(=O)c1ccccc1NC(=O)C(F)(F)F)c1ccccc1,-2,9.9,-6,10,-3.4,-0.3,0.9,2,1.5
O=C(C[n+]1ccccc1)c1ccc(NC(=O)c2ccccc2)cc1,-1,2.1,-1,-8,0.2,-1.0,5.8,-2,-0.2
Cc1noc(C)c1S(=O)(=O)N1CCC(C(=O)NC2CCCc3ccccc32)CC1 (stereo unspecified),1,0.7,-1,-4,-4.2,1.0,2.5,3,0.1
O=C(O)COc1ccc2c3c(c(=O)oc2c1)CCCC3,0,-0.1,0,5,.,0.0,2.0,6,0.1
Cc1ccc(CC(CC(=O)Nc2cccc(C(F)(F)F)c2)C(=O)O)cc1 (stereo unspecified),0,0.8,-2,0,.,1.4,-1.9,0,1.1
CCn1c(Cc2c(C)[nH]c3ccccc23)nnc1SCC(N)=O,4,-3.0,-2,-17,.,-0.1,3.0,2,0.7

# Remaining list, next part:
SMILES,FBA Mtb inh,BoNT A protease,Anthrax LF prot,BoNT-F LC inh,BioA inh,FadD28 binding,UGM FP inh,GDH-TPI counter,PfHsp40 rescue
CCNC(=O)C1(C)CCCN(Cc2ccc(-n3ccnc3)cc2)C1 (stereo unspecified),2,-0.5,-2,-11,0.4,0.9,.,-5,.
O=C(CCl)Nc1ccc(N=Nc2ccccc2)cc1,-3,-0.7,-2,-12,-0.6,-1.7,.,19,12
Cc1ccc(S(=O)(=O)NCc2ccc(C(=O)N3CCN(c4ccccn4)CC3)cc2)cc1,1,1.9,0,10,2.6,-1.6,1.1,6,1.7
O=C(Cc1ccccc1)Nc1nc2ccccc2[nH]1,6,-0.8,0,-10,-1.2,-1.0,2.4,10,2.4
CC(=O)NC(Cc1ccc(C)cc1)C(=O)NC1CCN(S(=O)(=O)c2ccccc2)CC1 (stereo unspecified),1,0.1,6,4,0.2,-0.2,-0.4,10,-0.9
CCN1CCN(Cc2cc(OC)c3c(c2)OCO3)CC1,2,-3.5,10,-27,-0.7,0.2,-0.9,7,0.5
COc1ccc(-c2nc(-c3cccs3)c(-c3cccs3)[nH]2)cc1OC,22,1.0,1,-4,0.5,?,0.8,30,-1.3
NC(CO)c1csc(Nc2ccc(C(=O)c3ccccc3)cc2)n1 (stereo unspecified),1,0.3,-5,-1,0.5,-4.7,.,16,.
Cc1cccc(N(C(=O)Cn2nnc(-c3ccc(F)cc3)n2)C(C(=O)NC(C)(C)C)c2ccncc2)c1 (stereo unspecified),0,0.3,-2,0,-0.9,-1.7,1.3,9,-0.4
Cc1nnc(SCC(=O)N2CCN(S(=O)(=O)c3ccccc3)CC2)n1Cc1ccccc1,-1,-0.1,-4,-7,1.6,-0.4,-0.5,4,-1.3
COc1cccc(CNc2ccc(N3CCC(C)CC3)cc2)c1OC,0,2.6,-4,-5,1.1,-2.0,0.1,-4,-0.5
CCC(C)c1ccccc1N1CC(C(=O)NCCCn2nc(C)cc2C)CC1=O (stereo unspecified),0,-4.6,-4,-13,0.0,-2.7,1.6,0,-0.8
Cn1nc2c3cc(F)ccc3n(Cc3ccc(F)cc3)cc-2c1=O,2,2.4,9,12,.,-1.9,0.9,6,0.8
Cc1ccc(NCc2nnc(SCc3ccc(C#N)cc3)n2Cc2ccco2)c(C)c1,0,-0.8,-4,0,0.4,-1.7,-0.8,2,0.5
OC(Cc1cccc(Br)c1)c1ncc(-c2cccc(C(F)(F)F)c2)[nH]1 (stereo unspecified),-1,-0.5,-10,0,-0.3,-1.7,.,11,.
O=C1Nc2ccccc2O/C1=C\c1ccccc1,30*,-3.1,10,3,-1.2,1.4,-4.7,16,.
CCOC(=O)c1oc2cc(OC(C)=O)ccc2c(=O)c1-c1ccc(OC)c(OC)c1,2,5.5,11,22,-0.7,-1.0,-0.5,0,-1.8
COc1ccc(Cn2ccnc2SCC(=O)Nc2cccc(NC(C)=O)c2)cc1,-1,0.7,-2,-2,.,1.9,-0.3,1,-1.1
C[C@H](CO)N1C[C@H](C)[C@@H](CN(C)Cc2cccnc2)Oc2cc(-c3cccnc3)ccc2S1(=O)=O,4,0.3,-2,-5,-0.1&-2.7&5.8,1.6,.,15,.
O=S(=O)(c1ccccc1)N1CCC(Oc2ccc(-n3cnnn3)cc2)CC1,0,.,.,.,0.6,-0.4,-0.4,5,-1.3
COC(=O)c1cn(NC(=O)Cc2ccccc2Br)c(=O)c2ccccc12,0,-0.9,0,-3,.,-1.0,0.8,3,1.1
CC(=O)Nc1ccc(S(=O)(=O)N(Cc2ccco2)CC2CCCO2)cc1 (stereo unspecified),-1,0.1,0,1,.,-1.9,-0.3,-3,-2.0
COc1ccc(NC(=O)CSc2nc(N)c3cc4c(nc3n2)CCCC4)cc1,-6,0.5,0,-9,-0.4,-5.1,1.2,2,0.9
CCOc1ccc2oc(C(=O)NNC(=O)c3ccccc3O)c(C)c2c1,7,1.2,-1,2,-0.7,-1.2,-1.7,16,-0.9
N#Cc1ccc(C(=O)N2CCN(S(=O)(=O)c3ccc(Br)s3)CC2)cc1,-9,0.8,-1,3,.,-4.7,0.8,-7,0.4
COc1ccc(-n2c(SCC(=O)Nc3ccc(C)cc3)nc(O)c(Cc3ccccc3)c2=O)cc1,0,-0.7,-3,-4,-2.0,-1.1,0.1,3,18
CN(Cc1ccccc1)C(=O)COC(=O)COc1ccc(Cl)cc1,5,-0.1,-6,-8,.,-4.4,1.1,15,0.9
C[C@@H]1CCCCCCCCC(=O)OCCN[C@H](C)CCCCCCCCC(=O)OCCN[C@H](C)CCCCCCCCC(=O)OCCN1,5,-1.4,-8,-44,1.6,-0.8,-1.5,9,41*
COc1ccc(/C(O)=C/c2nc3ccc(C(=O)NCCc4cccc(C)c4)cc3[nH]c2=O)cc1OC,1,27,15,10,.,-1.0,-1.7,8,0.9
COc1ccc(/C=C/c2nnc(NC(=O)COc3ccccc3)s2)cc1,5,-0.5,-4,-7,1.4,-2.8,-0.4,6,-0.7
Cc1ccccc1CN1CCCN(Cc2ccc(Cl)cc2)S1(=O)=O,3,3.3,21,1,-2.0,-1.5,1.1,7,2.5
CCOC(=O)C1(CCCc2ccccc2)CCN(C(=O)CCn2cnnn2)CC1,-2,-0.7,-14,-14,-0.8,-1.8,4.7,16,0.9
NC(=O)C1Cc2ccccc2CN1S(=O)(=O)c1ccc(Cl)s1 (stereo unspecified),2,1.6,10,-19,0.0,-4.9,0.3,-11,-2.0
